# Screening results as filed in PubChem BioAssay.
# NFkB transloc inh: blocks IL-1B driven NFkB nuclear translocation in HUVEC cells; HUVEC IL-1B NFkB p65 nuclear translocation imaging; inhibition, % at 2 µM; actives 0.43% (n = 94,000); AID 796;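 active = inhibition above about 30% together with a positive call from visual inspection of the well image, limit read from the data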;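 note: nuclear over cytoplasmic p65 intensity ratio measured by imaging; 0% = IL-1B stimulated DMSO wells and 100% = unstimulated DMSO wells; values of inactives mirror those of a sister screen read the other way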
# MRP reversal: compounds reversing MRP-mediated drug resistance; H69AR cells + 2 uM doxorubicin, CellTiter-Glo, 72 h; differential viability (reversal), % at 10 µM; actives 0.04% (n = 85,000); AID 602;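 active = viability drop by adding the cancer drug above about 55%, with treated viability meeting a 40% cutoff, limit read from the data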;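 note: viability without doxorubicin minus viability with 2 µM doxorubicin for each compound; larger differential means the compound sensitizes cells more to doxorubicin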
# NFkB transloc pot: enhances IL-1B driven NFkB nuclear translocation. activation, % at 2 µM. AID 819. HUVEC IL-1B NFkB p65 nuclear translocation imaging. actives 0.3% (n = 94,000);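 active = activation above 40%, about the mean plus 3 SD, also judged a hit on visual image review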;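 note: percent activation is computed from the nuclear over cytoplasmic p65 intensity ratio; values of inactives mirror those of a sister screen read the other way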
# Bcl-B displacement: displacers of TR3 peptide from Bcl-B, primary screen, selectivity assay for Bfl-1 inhibitor project, biochemical, fluorescence polarization. displacement, % at 20 µM, or IC50 in µM where a hit was titrated. FP displacement of FITC-TR3 peptide from Bcl-B; higher % means a stronger effect. actives 0.11% (n = 96,000);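 active = displacement above 50% at 20 µM plus a fluorescence interference ratio under 1.5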;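 note: plate controls were wells without compound for no effect and wells lacking Bcl-B protein for full effect; a part of the inactive calls stands beside numbers as strong as those of hits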
# PLAP inhibition: PLAP enzyme inhibitors, biochemical, luminescence, HTS (AID 690); one-dose inhibition, % at 20 µM; IC50 in µM for titrated hits; actives 0.08% (n = 96,000); purified PLAP, luminescent substrate; higher % means a stronger effect; in the data active = a potency from the dose series; inactive = the rest, 99 in 100 with inhibition below about 30%; note: strong numbers were not always called active
# MRP reversal cytotoxicity: recorded beside MRP reversal, whose call it bears; viability, %; H69AR cells, CellTiter-Glo, 72 h; measured here: cytotoxicity without doxorubicin
# MRP reversal with doxorubicin: further read-out of MRP reversal, marked with its call; viability, %; measured here: viability with 2 uM doxorubicin; hits give low values
# NFkB transloc inh cell count 2 µM: recorded beside NFkB transloc inh, whose call it bears; cell count; measured here: cells passing quality filter;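 raw number of nuclei counted in each imaged well without normalization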
# NFkB transloc pot cell count 2 µM: further read-out of NFkB transloc pot, marked with its call; cell count; measured here: cells passing quality filter
# An asterisk follows results filed as active; · = no result given.
# Start of the data: the first ten records, ahead of the listing:
SMILES,NFkB transloc inh,NFkB transloc inh cell count 2 µM,MRP reversal,MRP reversal cytotoxicity,MRP reversal with doxorubicin,NFkB transloc pot,NFkB transloc pot cell count 2 µM,Bcl-B displacement,PLAP inhibition
COC(=O)C1=C(C)OC(N)=C(C#N)C1c1ccco1 (stereo not given),-16,153,5,99,94,16,153,·,·
Cc1cc(-c2c(C)[nH]n(-c3ccc(Cl)cc3)c2=O)n(-c2ccc(Cl)cc2)n1,-1,172,·,·,·,1,172,-2%,-6%
O=C(N/N=C/c1cccc(OCc2ccccc2)c1)c1cccs1,5,164,18,96,78,-5,164,1%,32%
COC(=O)c1c(NC(=O)c2ccccc2)sc(Cc2ccccc2)c1C,-4,126,·,·,·,4,126,1%,6%
CCOc1ccccc1C(=O)NCc1ccco1,-8,148,11,74,63,8,148,15%,-65%
Cc1ccc(NC(=O)CCn2c(=O)oc3ccccc32)c(C)c1,9,106,7,96,90,-9,106,-1%,-2%
O=C(Nc1cccnc1)c1ccc(S(=O)(=O)N2CCCCCC2)cc1,-12,135,-1,77,78,12,135,·,-21%
O=C(Nc1ccc(F)cc1)C(c1ccccc1)N1CCN(C(=O)c2ccco2)CC1 (stereo not given),-3,171,·,·,·,3,171,-2%,-10%
O=C(NCc1nc2ncc(Br)cc2[nH]1)c1ccccc1,0,109,4,106,102,0,109,3%,-63%
Cc1nnc(SCC(=O)N2CCOCC2)s1,-6,108,-8,100,109,6,108,-4%,12%

# The listing, from the start:
SMILES,NFkB transloc inh,NFkB transloc inh cell count 2 µM,MRP reversal,MRP reversal cytotoxicity,MRP reversal with doxorubicin,NFkB transloc pot,NFkB transloc pot cell count 2 µM,Bcl-B displacement,PLAP inhibition
COC(=O)C1=C(C)OC(N)=C(C#N)C1c1ccco1 (stereo not given),-16,153,5,99,94,16,153,·,·
Cc1cc(-c2c(C)[nH]n(-c3ccc(Cl)cc3)c2=O)n(-c2ccc(Cl)cc2)n1,-1,172,·,·,·,1,172,-2%,-6%
O=C(N/N=C/c1cccc(OCc2ccccc2)c1)c1cccs1,5,164,18,96,78,-5,164,1%,32%
COC(=O)c1c(NC(=O)c2ccccc2)sc(Cc2ccccc2)c1C,-4,126,·,·,·,4,126,1%,6%
CCOc1ccccc1C(=O)NCc1ccco1,-8,148,11,74,63,8,148,15%,-65%
Cc1ccc(NC(=O)CCn2c(=O)oc3ccccc32)c(C)c1,9,106,7,96,90,-9,106,-1%,-2%
O=C(Nc1cccnc1)c1ccc(S(=O)(=O)N2CCCCCC2)cc1,-12,135,-1,77,78,12,135,·,-21%
O=C(Nc1ccc(F)cc1)C(c1ccccc1)N1CCN(C(=O)c2ccco2)CC1 (stereo not given),-3,171,·,·,·,3,171,-2%,-10%
O=C(NCc1nc2ncc(Br)cc2[nH]1)c1ccccc1,0,109,4,106,102,0,109,3%,-63%
Cc1nnc(SCC(=O)N2CCOCC2)s1,-6,108,-8,100,109,6,108,-4%,12%
Cn1c(=O)n(C)c2cc(S(=O)(=O)NCc3ccccc3)ccc21,·,·,22,115,93,·,·,3%,27%
N#Cc1c2ncn(CC(=O)c3ccc(Br)cc3)c(=O)c2c2n1CCC2,-26,174,9,81,73,26,174,12%,4%
O=C(Nc1nsc(-c2ccccc2)n1)c1ccncc1,-26,123,·,·,·,26,123,-28%,5%
CC(=O)c1oc2ccccc2c1NC(=O)CN1CCCCC1,0,103,5,88,83,0,103,·,·
COc1ccc(S(=O)(=O)NCCC(=O)NC2CCCCCCC2)cc1,-8,137,5,85,80,8,137,·,·
Cc1ccc(S(=O)(=O)NNC(=O)C2CCN(Cc3ccccc3)CC2)cc1,4,146,·,·,·,-4,146,·,·
CC(=O)Nc1ccc(S(=O)(=O)NC(CC(=O)O)c2ccc(OC(C)C)cc2)cc1 (stereo not given),-3,99,-7,98,105,3,99,-6%,-3%
Cn1nc(OCC(N)=O)ccc1=O,-16,105,-7,97,104,16,105,·,·
CCOC(=O)C1=C(Nc2ccc(C)cc2)CC(C)(O)C(C(=O)OCC)C1c1ccccc1 (stereo not given),-6,178,·,·,·,6,178,0%,-9%
O=C(COc1ccc2ccccc2c1)N1CCN(c2ccccc2O)CC1,-28,192,-5,95,100,28,192,-4%,-11%
C1CCc2c(nc3nnnn3c2N2CCOCC2)C1,·,·,18,95,77,·,·,-12%,10%
COC(=O)c1cc(=O)nc2sc3ccccc3n12,-5,113,-3,81,84,5,113,-14%,4%
CC1N(C)c2cccc3cccc(c23)N1C,3,110,-9,95,104,-3,110,·,·
CN(C)C(=O)Cn1c(=O)n(C)c2ccccc21,10,105,6,98,92,-10,105,-4%,5%
O=C(CN1C(=O)c2ccccc2S1(=O)=O)Nc1cccnc1,-3,147,-2,97,99,3,147,·,·

# (cont.)
SMILES,NFkB transloc inh,NFkB transloc inh cell count 2 µM,MRP reversal,MRP reversal cytotoxicity,MRP reversal with doxorubicin,NFkB transloc pot,NFkB transloc pot cell count 2 µM,Bcl-B displacement,PLAP inhibition
CCOc1ccc(C2C(C#N)=C(N)Oc3nc[nH]c(=O)c32)cc1OC (stereo not given),-14,97,-3,83,86,14,97,1%,-2%
O=C(CCn1c(=O)oc2ccccc21)NCCCN1CCCC1=O,·,·,-3,102,106,·,·,1%,2%
O=C(c1cccc(Br)c1)N1CCN(C(=O)c2cccc(Br)c2)CC1,3,143,7,80,72,-3,143,·,·
CC(c1ccccc1)n1cc(C(=O)NCc2ccncc2)nn1 (stereo not given),-3,175,-37,68,105,3,175,-1%,-4%
Cc1nc2sc(C(c3ccc(Cl)cc3)N3CCN(c4ccccc4F)CC3)c(O)n2n1 (stereo not given),2,106,-2,95,97,-2,106,2%,0%
CCOC(=O)c1c(-c2ccc(C)cc2)csc1NC(=S)NC(=O)c1ccccc1,-1,190,·,·,·,1,190,3%,-28%
Cn1c(=O)cc(OCCCC(=O)NCc2ccccn2)c2ccccc21,-7,187,-1,89,89,7,187,-6%,-3%
COc1ccc(Oc2ccc3c(C(F)(F)F)cc(C(F)(F)F)nc3n2)cc1,6,194,·,·,·,-6,194,-12%,1%
COC(=O)CSC1=C(C#N)C(c2ccc(Cl)cc2)C(C(=O)OC)C(=O)N1 (stereo not given),0,131,-3,84,88,0,131,8%,-1%
COc1ccc(N2CCN(Cc3cc(=O)oc4ccc(C)cc34)CC2)cc1,-6,150,5,96,91,6,150,6%,12%
Brc1cccc(-c2n[nH]c(-c3ccccc3)n2)c1,-24,141,-26,40,66,24,141,-3%,-94%
Cn1c(=O)c2c(nc(SCc3cccnc3)n2Cc2ccc(F)cc2)n(C)c1=O,-16,105,8,95,87,16,105,-2%,-2%
O=C(O)c1cc(=O)cc(C(=O)O)[nH]1,-18,144,13,103,90,18,144,-3%,-21%
Cc1nn(CCCC(=O)Nc2sc3c(c2C#N)CCC3)c(C)c1[N+](=O)[O-],·,·,·,·,·,·,·,-2%,-2%
c1ccc(Cn2nnnc2C(c2cccs2)N2CCOCC2)cc1 (stereo not given),·,·,4,100,96,·,·,3%,2%
O=C(CSc1ncnc2c1cnn2CCc1ccccc1)Nc1cccc(C(F)(F)F)c1,1,126,·,·,·,-1,126,-26%,-1%
CC(=O)NS(=O)(=O)c1ccc(NC(=O)/C=C/c2ccccc2Cl)cc1,0,130,·,·,·,0,130,-12%,-10%
CC(=O)c1cccc(S(=O)(=O)N2CCN(c3nc4cc(C)cc(C)c4cc3C#N)CC2)c1,-9,127,·,·,·,9,127,-41%,-55%
CC(=O)Nc1ccc2c(c1)N(C(=O)CN(C)C)c1ccccc1CC2,6,108,5,107,102,-6,108,11%,-22%
Nc1c(C(=O)NC2CCCC2)c2nc3ccccc3nc2n1/N=C/c1ccco1,-16,197,4,53,50,16,197,0%,-53%
O=C(NC(O)C(=O)c1cccs1)c1cccnc1 (stereo not given),2,179,-8,78,86,-2,179,2%,-1%
COc1ccc(C(CC(=O)Nc2nccs2)n2cccc2)cc1 (stereo not given),-27,112,-2,86,88,27,112,3%,8%
CCOc1ccc(CCNC(=O)Cn2c(-c3nonc3N)nc3ccccc32)cc1OCC,·,·,-18,63,82,·,·,-5%,13%
COC(=O)C1C(=O)c2c([nH]c(C(=O)OC3CCCC3)c2C)CC1C (stereo not given),-9,48,8,70,61,9,48,-6%,15%
O=C(c1ccc(C(=O)N2CCCc3ccccc32)nc1)N1CCCc2ccccc21,·,·,41,110,69,·,·,5%,-1%

# Additional records.
SMILES,NFkB transloc inh,NFkB transloc inh cell count 2 µM,MRP reversal,MRP reversal cytotoxicity,MRP reversal with doxorubicin,NFkB transloc pot,NFkB transloc pot cell count 2 µM,Bcl-B displacement,PLAP inhibition
O=C(Cn1cnc2c(cnn2-c2ccccc2)c1=O)c1ccc(Cl)cc1,-14,76,·,·,·,14,76,2%,3%
Cc1sc2ncnc(NCCc3ccc(S(N)(=O)=O)cc3)c2c1C,-3,162,·,·,·,3,162,-11%,27%
Cc1ccc(S(=O)(=O)C2(C(=O)Nc3cccnc3)CC2)cc1,8,53,9,102,93,-8,53,-3%,14%
CCCOc1ccc(N2C(=O)CC(N3CCN(c4ccccc4F)CC3)C2=O)cc1 (stereo not given),2,102,-4,104,108,-2,102,4%,-11%
COc1cccc(-c2cc3c(=O)n(-c4ccccc4)c(=S)[nH]c3s2)c1,0,153,·,·,·,0,153,19%,-6%
N#Cc1c(NC(=O)CSc2ccccn2)oc(-c2ccccc2)c1-c1ccccc1,-13,161,2,82,80,13,161,-2%,-41%
Cc1nc(NCC2CCCO2)c2nnn(Cc3ccccc3Cl)c2n1 (stereo not given),·,·,-2,84,85,·,·,-7%,-3%
Cc1cc(NC(=O)CSc2nc(C(C)C)nc3sc(C)c(C)c23)no1,-5,196,-7,75,82,5,196,0%,9%
CCOC(=O)Nc1cccc(OCC(=O)Nc2ccccc2OCC)c1,20,215,·,·,·,-20,215,9%,22%
COc1ccc(N2COC3c4cccc5cccc(c45)C32)cc1 (stereo not given),24,99,-20,49,69,-24,99,·,·
COc1ccc(CNC(=S)Nc2ccccc2C)cc1,-12,192,15,115,101,12,192,-14%,44%
COc1ccc2c(c1)CCc1c(C(=O)N3CCCc4ccccc43)noc1-2,10,144,4,92,88,-10,144,-5%,-30%
C/C(=N\NC(=S)NCCc1ccccc1)c1ccc(C)cc1,3,155,3,89,86,-3,155,·,·
Cc1occc1-c1nnc(SCC(=O)N2c3ccccc3CCc3ccccc32)n1C,-12,124,6,82,76,12,124,4%,-11%
CC(NS(C)(=O)=O)C(c1cccs1)N1CCN(c2ccc(F)cc2)CC1 (stereo not given),-6,135,-7,87,94,6,135,-6%,-18%
O=S1(=O)C=C(SCc2ccc(Cl)c(Cl)c2)Nc2ccccc21,-15,198,·,·,·,15,198,-1%,23%
COc1ccc(Nc2nc(N)nc(CSc3nnc(C)s3)n2)cc1,6,86,-11,84,95,-6,86,·,·
O=C(Nc1cccc(Br)c1)c1ccc(Cl)c(S(=O)(=O)N2CCOCC2)c1,13,116,8,73,65,-13,116,·,·
CCOc1ccc2c(C)nc(NC3=NC(C)(C)C=C(C)N3)nc2c1,-7,120,-12,94,106,7,120,·,·
Cc1ccc(C)c(NS(=O)(=O)c2cc(C(=O)NCCSC3CCCCC3)ccc2C)c1,0,102,·,·,·,0,102,-2%,-36%
COC(=O)c1sc(N)c(C(=O)OC)c1CSc1nnc(-c2ccccc2Cl)n1C,-6,192,1,94,93,6,192,-26%,-56%
CCOC(=O)C1CCN(C(c2ccccn2)c2c(C)[nH]c3ccccc23)CC1 (stereo not given),-6,157,-27,52,79,6,157,6%,-12%
O=C(CN(Cc1ccccc1)C(=O)c1ccco1)NCc1ccc(F)cc1,-25,123,9,97,88,25,123,0%,10%
COc1ccc(NC(=O)C(=O)N/N=C/c2cc(C)n(-c3cccc(Cl)c3Cl)c2C)c(OC)c1,-5,153,·,·,·,5,153,-42%,-104%
COC(=O)Cc1c(O)ccn(Cc2cccc3ccccc23)c1=O,11,138,·,·,·,-11,138,3%,10%
Nc1ccnc(C(F)(F)F)c1C(=O)c1ccccc1,-10,120,20,93,73,10,120,-9%,-12%
CC(NC(=O)c1ccc(F)cc1)c1nc2ccccc2n1Cc1ccccc1F (stereo not given),-5,129,-21,38,59,5,129,3%,3%
CCOC(=O)C(C)n1cnc2sc(C)c(C)c2c1=O (stereo not given),-5,119,3,89,86,5,119,·,·

# An excerpt (hit frequency here may not be typical).
